Screening data deposited in PubChem by National Center for Advancing Translational Sciences (NCATS).
ERK EGF inh – blocks ERK signaling stimulated by EGF. HEK293-V1b, EGF-stimulated phospho-ERK AlphaScreen. Potency, µM (series often up to 11.5 µM), without a hit: at the highest dose activity change, negative = inhibition, actives largely listed as inhibitors. 130,000 tested, 0.41% active. AID 1454; active means well fitted inhibition curve with a large enough effect; inconclusive means small, poorly fitted or top-dose-only effect, or effect the other way;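 further: plate controls were stimulated vehicle wells for no effect and unstimulated vehicle basal for full effect; nearly all actives have a fitted effect of over 55% in size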
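After overnight plating in 1% FBS, HEK293-V1b cells received test compound for half an hour, then a 5 min pulse of EGF (25 nM); ERK phosphorylation in lysates was read by bead-based AlphaScreen.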
* marks the source's active call; other numbers are inactive results; ? = inconclusive; & = joins results of further samples; [ ] = remark or other dose. Potency means the concentration at half of the fitted maximal effect. These rows are one share of the data; rates above refer to the full screens.

No.	SMILES	ERK EGF inh
1	O=C(C[n+]1cc(-c2ccccc2)n2c1CCCCC2)c1ccc(Cl)cc1	-3%
2	O=C(O)c1ccc(NCc2nc3ccccc3n2Cc2ccccc2)cc1	0%[57.5 µM]
3	Cc1ccc(NC(=O)c2ccccc2N(C)S(=O)(=O)c2ccccc2)c(C)c1	-9%
4	COc1ccc(C2=NNC(=Nc3cc(S(=O)(=O)N(C)C)ccc3C)SC2)c(OC)c1	0%[57.5 µM]
5	CC1(C(=O)O)COC(c2ccc(Cl)cc2)OC1 (centres undefined)	?
6	NC(=O)Cc1nc(-c2ccc(F)cc2)cs1	0%[57.5 µM]
7	COc1ccc(CCC(=O)N(c2nnc(-c3cccnc3)s2)C(C)C)cc1	3%
8	CCOC(=O)C1(CCCc2ccccc2)CCN(C(=O)CCn2cncn2)CC1	-2%
9	Cc1ccc(NC(=S)Nc2c(C)n(C)n(-c3ccccc3)c2=O)cc1	7%
10	COCc1ccc([C@@H]2C[C@H]3CN(Cc4cccnc4)C(=O)[C@]34CCCN24)o1	3%
11	COc1ccc(C(=O)N[C@H](C(=O)Nc2ccc(S(=O)(=O)N3CCOCC3)cc2)C(C)C)cc1	-5%[57.5 µM]
12	COC(=O)c1cnc(SCc2ccc(C)cc2)n1C	-4%
13	Cc1cccc(C(=O)n2c(=S)nc3cc(C)ccn32)c1	-2%[57.5 µM]
14	CCCC(=O)n1nc(-c2ccc(C)cc2)nc1NCc1ccco1	-13%
15	CCn1cc([N+](=O)[O-])c(C(=O)N2N=C(c3ccc(Cl)c(Cl)c3)CC2c2ccccc2O)n1 (centres undefined)	-4%
16	C=CCNCCOc1ccc(C)cc1[N+](=O)[O-]	3%
17	Cc1cc2sc3ccccc3c(=O)c2c(C)c1O	-2%
18	CCN(CC(O)CON=C1c2ccccc2-c2ccccc21)S(=O)(=O)c1ccc(Cl)cc1 (centres undefined)	10%
19	O=C1CCC([N+](=O)[O-])C(c2cccc([N+](=O)[O-])c2)N1 (centres undefined)	-2%
20	Cc1ncc(CO)c(/C=N/NC(=S)Nc2cccc(Cl)c2)c1O	-8%
21	CCc1cc2c(=O)n(CC(C)C)cnc2s1	-6%
22	Cc1ccc(NC(=O)CSCC(=O)O)cc1	-9%
23	CCc1ccc(OCC(=O)N/N=C/c2cc([N+](=O)[O-])ccc2N2CCCCCC2)cc1	3%
24	Cc1ccccc1-c1nc(CS(=O)(=O)CC(=O)NCc2ccc3c(c2)OCO3)c(C)o1	-3%
25	CCCNNC(=O)C(O)(c1cccc(C)c1)c1cccc(C)c1	-1%
26	CC1(C)CC(NC(=S)NC2CC2)CC(C)(C)N1	-5%[57.5 µM]
27	COc1ccc2c(CC(=O)Nc3ccc(OC)nc3)coc2c1	-2%
28	CSCCC(NS(=O)(=O)c1ccc(Cl)cc1)C(=O)O (centres undefined)	-8%
29	CN(C)C(=O)Cn1c(SCC(=O)NCc2ccc3c(c2)OCO3)nc2ccccc21	2%
30	CCCCN1C(=O)C(CC(=O)NCC)SC1=Nc1ccccc1 (centres undefined)	0%
31	COc1ccc(-c2noc(-c3cccnc3)n2)cc1OC	-11%
32	Nc1n[nH]c(C(F)(F)F)c1-c1ccccc1	4%
33	CCNC(=O)NCc1c(C)c(C)n(Cc2ccccc2)c1-n1cccc1	2%
34	C[C@@H]1CC=C[C@H]2[C@H]1C(=O)N(Cc1ccccc1)[C@H]2c1ccc(C(F)(F)F)cc1	-6%[57.5 µM]
35	Cc1ccc(-c2cc(=O)c3ccccc3[nH]2)cc1	13%
36	COc1ccc(C(=O)Nc2cccc3cccnc23)cc1OC	-8%[57.5 µM]
37	Cc1ccc(NC(=O)/C=C/c2cccc([N+](=O)[O-])c2)nc1	5%
38	CCCSCCCNC(=O)Cn1cc2c(n1)CCCCC2	20%
39	Cc1cccc(NCC(=O)NNC(=S)Nc2ccccc2)c1	-11%
40	Oc1ccc(/C=N/Nc2cc(N3CCCC3)nc(N3CCCC3)n2)cc1O	-3%
41	Cc1cc(C(=O)OCC(=O)Nc2cc(S(=O)(=O)N(C)C)ccc2Cl)c2ccccc2n1	3%
42	Cc1cc(NC(=O)CSc2nnc(Nc3ccccc3C)s2)no1	-9%[57.5 µM]
43	O=C(NC(=S)N1CCN(Cc2ccccc2)CC1)c1cccnc1	-4%
44	O=c1[nH]c2ccccc2c(O)c1SCCO	-6%
45	COc1ccc(C2CC(c3ccccc3)=NN2C(=O)COC(=O)C2(C)CC2(Cl)Cl)cc1 (centres undefined)	-6%
46	COC(=O)c1ccc(-c2ccc(/C=N/N3C(=O)C4C5C=CC(C6CC56)C4C3=O)o2)cc1 (centres undefined)	?
47	C=CCNC(=O)C1CCN(c2ccc(S(=O)(=O)N3CCOCC3)cc2[N+](=O)[O-])CC1	-18%
48	COc1ccc(NC(=S)NC(NC(=O)c2cccc(C)c2)C(Cl)(Cl)Cl)c([N+](=O)[O-])c1 (centres undefined)	2%
49	CC(C)CNC(CC(=O)Nc1cccc([N+](=O)[O-])c1)C(=O)O (centres undefined)	2%
50	Cc1cc(Nc2c(C)n(C)n(-c3ccccc3)c2=O)n2c(nc3cc(F)c(F)cc32)c1C#N	-6%[57.5 µM]

Some of these compounds in order of their number in ERK EGF inh, ascending.
entry	Structure	ERK EGF inh
39	Cc1cccc(NCC(=O)NNC(=S)Nc2ccccc2)c1	-11%
45	COc1ccc(C2CC(c3ccccc3)=NN2C(=O)COC(=O)C2(C)CC2(Cl)Cl)cc1 (centres undefined)	-6%
43	O=C(NC(=S)N1CCN(Cc2ccccc2)CC1)c1cccnc1	-4%
8	CCOC(=O)C1(CCCc2ccccc2)CCN(C(=O)CCn2cncn2)CC1	-2%
10	COCc1ccc([C@@H]2C[C@H]3CN(Cc4cccnc4)C(=O)[C@]34CCCN24)o1	3%
35	Cc1ccc(-c2cc(=O)c3ccccc3[nH]2)cc1	13%

The listing continues.
No.	SMILES	ERK EGF inh
51	O=C(O[C@@H]1Cc2c(O)cc(O)cc2O[C@@H]1c1cc(O)c(O)c(O)c1)c1cc(O)c(O)c(O)c1	3%[57.5 µM]
52	CN(Cc1ccncn1)C(=O)CC1C(=O)NCCN1Cc1cccc(Oc2ccccc2)c1 (centres undefined)	6%
53	NC(=O)c1ccc(NC(=O)c2cnc3ccccc3n2)cc1	2%[57.5 µM]
54	Nc1nccc(/C=C/c2ccc(Cl)cc2)n1	0%[57.5 µM]
55	N=C1C(c2ccccc2)=C(O)CN1NC(=O)c1ccccc1	1%
56	Cc1ccc(C(=O)NNC(=O)c2ccc(C)cc2)cc1	0%
57	Cc1ccc(S(=O)(=O)n2[nH]c(=O)cc2NC(=O)c2cccs2)cc1	-7%[57.5 µM]
58	C=CCNC(=S)N1CCN(c2ccccc2Cl)CC1	-1%[57.5 µM]
59	O=C(COc1ccccc1Cl)c1ccc[nH]1	-2%
60	O=C(NC1CCCCC1)c1ccccc1NC(=S)NC(=O)C1CCC1	5%
61	CCOc1ccc(N2C(=O)CC(N(CCc3ccc(OC)cc3)C(=O)c3cccc(F)c3)C2=O)cc1 (centres undefined)	-17%
62	Cc1csc(NS(=O)(=O)c2cccc([N+](=O)[O-])c2)n1	4%
63	Cc1ccc(NS(=O)(=O)c2cc(C(=O)Nc3cccc([N+](=O)[O-])c3)ccc2C)cc1	4%
64	C[C@@H](CO)NC(=O)c1ccc2c3n(nc2c1)-c1ccc(Cl)cc1CO3	-6%[57.5 µM]
65	CCCCn1c(N)c(NCCC(C)C)c(=O)[nH]c1=O	2%
66	C/C(=N\Nc1nc(N)cc(Cl)n1)c1ccc(Cl)c(Cl)c1	2%
67	CC(C)CC(=O)N[C@H](C(=O)N[C@H](C(=O)N[C@@H](CC(C)C)[C@@H](O)CC(=O)N[C@@H](C)C(=O)N[C@@H](CC(C)C)[C@@H](O)CC(=O)O)C(C)C)C(C)C	-13%
68	CCN(CC)S(=O)(=O)c1ccc(C(=O)NCCN2C(=O)S/C(=C\c3cccnc3)C2=O)cc1	-3%
69	COC(=O)/C=C/c1ccc(-n2cncn2)cc1	-3%
70	CC(C)c1nccn1S(=O)(=O)c1cc([N+](=O)[O-])ccc1Cl	1%
71	Cc1ccc(C)c(Sc2ccc(NC(=O)CCl)cc2)c1	1%
72	Cc1ccccc1NC(=O)C(=O)NC(C)CCc1ccccc1 (centres undefined)	0%
73	Cc1ccc(NC(=O)NC(=O)N(C(C)C)S(=O)(=O)c2ccc(C)cc2)cc1	-6%
74	N[C@H](CCCP(=O)(O)O)C(=O)O	7%&0%
75	O=C1COc2ccc(C(=O)C[n+]3cccc(O)c3)cc2N1	-3%[57.5 µM]

As entered above.
For ERK EGF inh, Cc1cc(NC(=O)CSc2nnc(Nc3ccccc3C)s2)no1 shows -9%[57.5 µM]
For ERK EGF inh, O=C1COc2ccc(C(=O)C[n+]3cccc(O)c3)cc2N1 shows -3%[57.5 µM]
For ERK EGF inh, COc1ccc(CCC(=O)N(c2nnc(-c3cccnc3)s2)C(C)C)cc1 shows 3%
For ERK EGF inh, Cc1ncc(CO)c(/C=N/NC(=S)Nc2cccc(Cl)c2)c1O shows -8%

The listing picks up, starting 4 compounds before the break.
No.	SMILES	ERK EGF inh
72	Cc1ccccc1NC(=O)C(=O)NC(C)CCc1ccccc1 (centres undefined)	0%
73	Cc1ccc(NC(=O)NC(=O)N(C(C)C)S(=O)(=O)c2ccc(C)cc2)cc1	-6%
74	N[C@H](CCCP(=O)(O)O)C(=O)O	7%&0%
75	O=C1COc2ccc(C(=O)C[n+]3cccc(O)c3)cc2N1	-3%[57.5 µM]
76	CC(Cc1cccs1)NC(=S)Nc1ccc(Cl)c(Cl)c1 (centres undefined)	-3%
77	O=C(COC(=O)c1cncc(Br)c1)NC1CCCCCC1	3%
78	Cc1c(Cl)c(C(F)F)nn1CC(=O)NC1C(=O)N2C(C(=O)O)=C(CSc3nnnn3C)CSC12 (centres undefined)	3%[57.5 µM]
79	O=C(NCC1CCCO1)c1cccc(NC(=O)c2cccs2)c1 (centres undefined)	-15%
80	CCC(CC)C(=O)c1c[nH]c(C(=O)NCc2ccccn2)c1	11%
81	CC(=O)c1ccc(NC(=S)N(Cc2ccccc2)C(C)C2CC2)cc1 (centres undefined)	-4%
82	O=C(NCc1ccccn1)c1cn(-c2ccccc2)nc1-c1ccc(Cl)cc1	9%
83	COc1cc2c(cc1NC(=O)COC(=O)[C@@H](NC(=O)c1ccccc1)C(C)C)oc1ccccc12	-4%
84	O=C1N/C(=C\c2ccc(O)cc2)C(O)=C1C=NCc1ccccc1	3%
85	O=C(NCCCN1CCCC1)c1ccc(Cn2c(=S)[nH]c3ccc(Br)cc3c2=O)cc1	-3%
86	COC1C[C@@H](O[C@@H]2C(C)C(=O)OC(C)C(C)C(O)C(C)C(=O)[C@@]3(CO3)CC(C)C(OC3OC(C)CC(N(C)C)C3O)C2C)OC(C)[C@@H]1O (some centres undefined)	3%
87	CC(C)c1ccc(/C=C2\SC(N3CCOCC3)=NC2=O)cc1	-4%[57.5 µM]
88	O=C(Nc1nc(-c2ccccn2)cs1)c1ccc([N+](=O)[O-])o1	3%[57.5 µM]
89	COc1ccc(-c2nc(-c3ccccc3)oc2Nc2ccc3ccccc3c2)cc1	-8%
90	O=C(CC1C(=O)NCCN1Cc1ccc(F)cc1)NCCN1CCCc2ccccc21 (centres undefined)	-24%
91	CCCCOc1ccc(-c2nnc(-c3cc[n+](C)cc3)o2)cc1	-1%
92	CSc1ccc(-c2nc(CN3CCCCC3c3cccnc3)c(C)o2)cc1 (centres undefined)	-17%
93	COC(=O)/C(C)=C/CC12OC(C)(C)C3CC(C=C4C(=O)c5cc6c(c(CCC(C)(C)Cl)c5OC431)OC1(C)CCC(=C(C)C)C6C1)C2=O (centres undefined)	8%
94	CCCCNC(=O)NC12CC3CC(CC(C3)C1)C2	8%
95	CCC1OC(=O)C(C)[C@@H](O[C@H]2C[C@@](C)(OC)C(O)C(C)O2)C(C)[C@@H](O[C@@H]2OC(C)CC(N(C)C)C2O)[C@@](C)(O)CC(C)CN(C)C(C)C(O)[C@]1(C)O (some centres undefined)	4%

Fetched one by one from the list above, four records:
No.	SMILES	ERK EGF inh
53	NC(=O)c1ccc(NC(=O)c2cnc3ccccc3n2)cc1	2%[57.5 µM]
5	CC1(C(=O)O)COC(c2ccc(Cl)cc2)OC1 (centres undefined)	?
37	Cc1ccc(NC(=O)/C=C/c2cccc([N+](=O)[O-])c2)nc1	5%
62	Cc1csc(NS(=O)(=O)c2cccc([N+](=O)[O-])c2)n1	4%
